# Source: PubChem
# IDE cell activ – IDE (human) activation, cell-based | P14735 | activation, % at 5.96 µM | HEK cells, FAbeta-B cleavage, fluorescence polarization; 0% vehicle, 100% cell-free pure enzyme wells | 340,000 compounds, 0.073% hits;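 active = activation above the mean of all tested compounds plus 3 SD, set per screening campaign, cut at about 17% in these data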
# Target sequence (P14735 whole entry, looked up): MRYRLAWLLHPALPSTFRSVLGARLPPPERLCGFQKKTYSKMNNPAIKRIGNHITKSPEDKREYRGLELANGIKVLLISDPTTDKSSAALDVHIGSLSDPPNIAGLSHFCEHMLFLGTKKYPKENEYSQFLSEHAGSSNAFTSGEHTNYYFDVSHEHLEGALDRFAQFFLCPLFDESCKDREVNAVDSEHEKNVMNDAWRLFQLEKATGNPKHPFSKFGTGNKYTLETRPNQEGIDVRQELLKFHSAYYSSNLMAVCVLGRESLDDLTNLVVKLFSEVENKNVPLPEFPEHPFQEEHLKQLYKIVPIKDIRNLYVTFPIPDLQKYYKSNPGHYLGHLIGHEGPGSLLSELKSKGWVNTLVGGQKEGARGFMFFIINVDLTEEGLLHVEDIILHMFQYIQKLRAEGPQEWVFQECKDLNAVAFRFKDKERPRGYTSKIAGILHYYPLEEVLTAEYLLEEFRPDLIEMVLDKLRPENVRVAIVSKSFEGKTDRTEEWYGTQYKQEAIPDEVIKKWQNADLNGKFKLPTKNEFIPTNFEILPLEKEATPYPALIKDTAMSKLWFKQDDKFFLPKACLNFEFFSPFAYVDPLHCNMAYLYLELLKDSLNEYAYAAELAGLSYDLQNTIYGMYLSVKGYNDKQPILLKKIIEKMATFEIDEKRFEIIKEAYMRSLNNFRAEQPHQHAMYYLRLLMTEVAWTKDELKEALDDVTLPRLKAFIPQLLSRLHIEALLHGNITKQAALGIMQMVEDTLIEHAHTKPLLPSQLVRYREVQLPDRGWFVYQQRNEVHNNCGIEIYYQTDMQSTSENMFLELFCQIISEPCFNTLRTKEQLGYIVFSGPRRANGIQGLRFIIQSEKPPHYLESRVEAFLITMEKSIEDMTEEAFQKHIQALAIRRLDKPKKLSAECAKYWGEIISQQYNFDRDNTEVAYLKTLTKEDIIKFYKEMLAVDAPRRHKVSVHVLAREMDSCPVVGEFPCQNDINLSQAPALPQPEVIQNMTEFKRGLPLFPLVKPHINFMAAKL
# IDE inh – inhibitors of human insulin-degrading enzyme in cells. P14735. AID 434962. HEK cells, FAbetaB cleavage, fluorescence polarization. 320,000 compounds, 0.41% hits. inhibition, % at 5.59 µM;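 active = percent inhibition above the average of all tested compounds plus 3 SD, set per screening campaign, cut at about 16% in these data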;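 note: IDE supplied by intact live HEK cells; FP after avidin binding of uncleaved biotin substrate so inhibition keeps polarization high; 0% = DMSO wells and 100% = 60 µM reference IDE inhibitor Ii1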
# * = called active by the depositor. This is a subset (hit frequency here may not be typical).
1	COc1cc(NC(=O)COC(=O)Cn2cnc3c2c(=O)n(C)c(=O)n3C)cc(OC)c1
2	Cc1nccn1C(c1ccccc1)c1ccccc1
3	O=C(CN1CCN(S(=O)(=O)c2ccccc2F)CC1)Nc1ccnn1C1CCCC1
4	CCOC(=O)c1cccc(-n2cccc2/C=C2\NC(=O)N(CC(=O)O)C2=O)c1
5	O=C1[C@H]2[C@@H](c3ccc(F)cc3)N3C(=O)N(c4ccccc4)C(=O)[C@@]3(Cc3ccccc3)[C@H]2C(=O)N1C1CCCCC1
6	CCOc1ccc(S(=O)(=O)NCCC(=O)NC2CCN(Cc3ccccc3)CC2)cc1
7	CCN(CC(=O)Nc1ccc(NC(C)=O)cc1)C(=O)C1(c2ccccc2)CC1
8	CN(C(=O)COC(=O)CSCc1cccc(Cl)c1)c1c(N)n(Cc2ccccc2)c(=O)[nH]c1=O

entry no.,1,2,3,4,5,6,7,8
IDE cell activ,1,-9,3,1,-1,8,3,3
IDE inh,4,7,-1,7,9,-3,-2,1

9	COc1ccc(OC)c(-c2nnc3n2N=C(c2ccc(OC)c(OC)c2)CS3)c1
10	COc1ccc(NC(=O)CN(C)C(=O)C2=NN(c3ccccc3)C(=O)CC2)cc1
11	Cc1cc(NC(=O)COc2coc(CN3CCN(c4ccccc4)CC3)cc2=O)no1
12	Cc1ccc(SCC(=O)OCC(=O)NCc2cccs2)cc1
13	O=C(COc1coc(CN2CCN(c3ccc(F)cc3)CC2)cc1=O)NC1CCCC1
14	N#CCSc1ccccc1NC(=O)COC(=O)CCN1C(=O)C2CC=CCC2C1=O (stereo not drawn)
15	Cc1cc(C)cc(OCC(=O)OCC(=O)NC2CCCCCCC2)c1
16	O=C(CN1C(=O)c2ccccc2C1=O)NC1CCC(O)CC1 (stereo not drawn)

entry no.,9,10,11,12,13,14,15,16
IDE cell activ,2,1,0,2,-2,2,7,2
IDE inh,0,3,2,-4,4,-3,-2,6

17	O=C(C[C@@H]1C/C=C\C[C@H](NC(=O)OCC2c3ccccc3-c3ccccc32)C(=O)OC[C@@H]2CCCN2C1=O)N[C@@H](CO)Cc1ccccc1
18	CCc1ccccc1Nc1nc(N)nc(COC(=O)c2c(C)noc2C)n1
19	CCCCn1c(N)c(N(Cc2ccccc2OC)C(=O)c2sccc2C)c(=O)[nH]c1=O
20	CC(C)Cn1nc(C(=O)Nc2cccc(S(=O)(=O)N3CCCC3)c2)c2ccccc2c1=O
21	O=C(CCc1ccc(S(=O)(=O)N2CCOCC2)cc1)Nc1ccccc1F
22	Cc1ccc2nc(NC(=O)CSCC(=O)Nc3cc(C)on3)sc2c1
23	CCN(CC(=O)Nc1c(F)cccc1F)C(=O)C1CC1
24	O=C(c1cccc(NS(=O)(=O)c2ccc(Br)cc2)c1)N1CCCCC1

entry no.,17,18,19,20,21,22,23,24
IDE cell activ,2,3,4,3,6,5,3,-3
IDE inh,-1,-4,-4,-4,-1,2,0,2

25	O=C(CSc1nnc(CN2CCCC2)n1-c1ccccc1)c1ccc2c(c1)OCO2
26	COc1ccc(/C=C/C(=O)OCC(=O)NC2CCCCCCC2)cc1
27	CCOc1ccc(NC(=O)CN(C)C(=O)Cc2ccsc2)cc1OCC
28	O=C(Nc1cccc(Cl)c1)C1CC1c1ccccc1 (stereo not drawn)
29	COc1ccccc1/C=C/C(=O)OCC(=O)NCc1ccc2c(c1)OCO2
30	N#Cc1ccccc1OCC(=O)OCC(=O)NC1CC1
31	Cc1ccc(NC(=O)c2cccc(S(=O)(=O)N3CCCc4ccccc43)c2)nc1
32	O=C(COC(=O)c1cccc(C(F)(F)F)c1)NC(=O)NC1CCCC1

entry no.,25,26,27,28,29,30,31,32
IDE cell activ,-4,-1,7,-1,7,-1,3,4
IDE inh,-2,1,-3,3,1,-2,-5,-2

33	Cc1ccc(-n2nnnc2SCC(=O)c2c(N)n(C3CC3)c(=O)[nH]c2=O)c(C)c1
34	O=C(CNc1ccc(C(F)(F)F)cc1)Nc1cccc(S(=O)(=O)N2CCCC2)c1
35	COc1ccc(C(=O)Nc2nc(CC(=O)NCc3ccc(F)cc3)cs2)cc1
36	CCCCn1c(N)c(N(CCC(C)C)C(=O)C2CCCO2)c(=O)[nH]c1=O (stereo not drawn)
37	COC(=O)c1ccc(CNC(=O)c2ccc(S(=O)(=O)N(C)c3ccccc3OC)cc2)cc1
38	CN(CC(=O)Nc1ccc(F)c(F)c1F)C(=O)c1n[nH]c(=O)c2ccccc12
39	O=c1oc(C2(O)CCCCC2)cc2ccccc12
40	C=CCN(C(=O)OC(C)(C)C)S(=O)(=O)NCc1ccccc1

entry no.,33,34,35,36,37,38,39,40
IDE cell activ,3,-3,2,3,1,1,2,1
IDE inh,-4,6,-4,-4,-2,1,2,-2

41	CN(Cc1ccccc1)C(=O)c1ccc(NC(=O)Cc2cccc([N+](=O)[O-])c2)cc1
42	CC1CN(c2nc3ccccc3nc2SCC(=O)Nc2cccc(C(F)(F)F)c2)CC(C)O1 (stereo not drawn)
43	COCCCN(C(=O)c1cc(-c2ccco2)nc2ccccc12)c1c(N)n(Cc2ccccc2)c(=O)[nH]c1=O
44	CN(C)CCn1c2c(c(SCC(=O)Nc3ccc4c(c3)OCCO4)nc1=O)CCC2
45	Cc1noc(C)c1CSCC(=O)Nc1cc(S(=O)(=O)N2CCCCC2)ccc1OC(C)C
46	O=C(NCc1ccc(OC(F)(F)F)cc1)c1cccc2c1C(=O)c1ccc(N3CCCCC3)cc1S2(=O)=O
47	Cc1ccccc1Nc1nc(N)nc(COC(=O)c2c(C)noc2C)n1
48	CCC(CO)Oc1cc(NC(=O)c2cccc(OC)c2)c2ncn(C(C)C)c2c1 (stereo not drawn)

entry no.,41,42,43,44,45,46,47,48
IDE cell activ,5,1,3,4,-1,0,0,6
IDE inh,4,3,-2,2,-6,6,0,1

49	COc1ccc(Nc2nc(-c3cccs3)nc3ccccc23)cc1S(=O)(=O)N1CCOCC1
50	COC(=O)Cn1c(N)[n+](Cc2ccccc2)c2ccccc21
51	Cc1ccc(S(=O)(=O)c2nc(-c3ccccc3)oc2N2CCCC2)cc1
52	CCN(CC(=O)Nc1ccc2c(c1)OCCO2)C(=O)C(C)Oc1ccc(Cl)cc1 (stereo not drawn)
53	COc1ccc(S(=O)(=O)N2CCCCC2)cc1NC(=O)COc1ccccc1
54	COCCn1c(C)cc(C(=O)COC(=O)c2cccnc2SC)c1C
55	COc1ccccc1-c1noc(Cn2cc(S(=O)(=O)N3CCCC3)ccc2=O)n1
56	COc1ccc(S(=O)(=O)N2CCC3(CC2)CC(=O)c2ccccc2O3)cc1

entry no.,49,50,51,52,53,54,55,56
IDE cell activ,-4,3,-1,-6,-2,4,0,1
IDE inh,9,9,2,6,4,-3,-2,4

57	CN1CCN(S(=O)(=O)c2cccc(C(=O)NC3CCCC3)c2)CC1
58	Cc1ccc(S(=O)(=O)N2CCCC2CNC(=O)C(=O)NCc2ccccn2)cc1 (stereo not drawn)
59	COC(=O)c1ccc2c(C)c(C3(O)CCCCC3)[nH]c2c1
60	CCCN(Cc1nnc(-c2cccs2)o1)C(=O)CN1C(=O)NC2(CCCCC2C)C1=O (stereo not drawn)
61	Cc1ccc(Cl)cc1NC(=O)CN1C(=O)NC2(CCCCCC2)C1=O
62	C[C@H](CO)N1C[C@H](C)[C@H](CN(C)S(=O)(=O)c2ccccc2)Oc2ccc(NC(=O)NC3CCCCC3)cc2CC1=O
63	Cc1[nH]oc(=O)c1N=Nc1ccc2[nH]c(=O)[nH]c2c1
64	NS(=O)(=O)c1ccc(CCNC(=O)COC(=O)Cc2ccc([N+](=O)[O-])cc2)cc1

entry no.,57,58,59,60,61,62,63,64
IDE cell activ,4,6,2,2,7,1,4,3
IDE inh,0,-6,0,-1,0,1,4,4

65	C[C@H](CO)N1C[C@H](C)[C@@H](CN(C)S(=O)(=O)c2cn(C)cn2)Oc2ccc(NS(=O)(=O)c3ccccc3)cc2C1=O
66	O=C(COC(=O)c1ccc(F)cc1Cl)NC1CCS(=O)(=O)C1 (stereo not drawn)
67	Cc1ccc(NC(=O)Cn2nc(C(=O)O)c3ccccc3c2=O)cc1S(=O)(=O)N1CCCCC1
68	c1ccc(-c2ccncc2)nc1
69	CC(=O)O[C@H]1CC[C@@]2(C)[C@@H](CC[C@@H]3[C@@H]2CC[C@]2(C)[C@@H](C(C)(C)O)C[C@@H]32)C1
70	O=C1C=C(c2ccc(Cl)c(C(F)(F)F)c2)C[C@@H](c2ccc(Cl)cc2)C1
71	Cc1ccc(S(=O)(=O)N(C)CC(=O)OCC(=O)NCCN2C(=O)CSC2=O)cc1
72	CC1(C)CC(=O)C=C(c2cccc3c2Oc2ccccc2S3)C1

entry no.,65,66,67,68,69,70,71,72
IDE cell activ,-3,0,3,3,0,-1,6,1
IDE inh,0,-3,-2,-3,-2,-1,0,-3

# Complete entries, quoted from the list.
# c1ccc(-c2ccncc2)nc1 across the screens: IDE cell activ: 3; IDE inh: -3
# CCC(CO)Oc1cc(NC(=O)c2cccc(OC)c2)c2ncn(C(C)C)c2c1 (stereo not drawn) across the screens: IDE cell activ: 6; IDE inh: 1

# More entries:
73	CC(C)c1ccc(S(=O)(=O)N2CCN(C(=O)c3ccncc3)CC2)cc1
74	Cc1ccc(C(CNS(=O)(=O)c2ccc([N+](=O)[O-])cc2)N2CCN(C)CC2)cc1 (stereo not drawn)
75	COc1ccccc1C(=O)NC(=O)COC(=O)CCNS(=O)(=O)c1ccccc1
76	O=C1C=C(c2cccc(CO)c2)C[C@@H](c2ccc3c(c2)OCO3)C1
77	CCOc1cc(C(=O)N(CC)CC(=O)Nc2c(F)cccc2F)ccc1OCC(=O)N1CCCCC1
78	Cc1c(Cl)cccc1NC(=O)CNC(=O)C1CC(=O)N(CCc2ccccc2)C1 (stereo not drawn)
79	CCN(CC(=O)NCc1cccs1)CC(=O)Nc1ccc(C(N)=O)cc1
80	Cc1nnc(NC(=O)c2cccc(S(=O)(=O)N3CCN(C)CC3)c2)s1

entry no.,73,74,75,76,77,78,79,80
IDE cell activ,0,2,1,6,0,3,1,-1
IDE inh,0,-3,0,2,4,1,-2,-3

81	CCN(C(=O)COC(=O)CCC(=O)c1cccs1)c1c(N)n(Cc2ccccc2)c(=O)[nH]c1=O
82	COc1ccc(C2=NOC(Cn3nc(-c4ccccc4)cc3C(=O)NCc3ccc(C)cc3)C2)cc1 (stereo not drawn)
83	COc1ccccc1N1CCN(S(=O)(=O)CCNC(=O)Cc2ccc(F)cc2)CC1
84	CC(C)(C)C(CO)NC(=O)c1ccc[nH]1 (stereo not drawn)
85	CCc1nnc(SCC(=O)Nc2ccc3ccccc3c2)n1N
86	NC(=S)NN=Cc1ccc(-c2ccc(S(=O)(=O)Nc3ncccn3)cc2)o1
87	CCc1ccc(OCC(=O)NNC(=O)CNC(=O)c2ccc(Br)o2)cc1

entry no.,81,82,83,84,85,86,87
IDE cell activ,0,6,-4,7,4,3,-3
IDE inh,2,-5,-6,0,0,3,-2

# 18 of the compounds above, with bars between the fields.
item | SMILES | IDE cell activ | IDE inh
67 | Cc1ccc(NC(=O)Cn2nc(C(=O)O)c3ccccc3c2=O)cc1S(=O)(=O)N1CCCCC1 | 3 | -2
68 | c1ccc(-c2ccncc2)nc1 | 3 | -3
69 | CC(=O)O[C@H]1CC[C@@]2(C)[C@@H](CC[C@@H]3[C@@H]2CC[C@]2(C)[C@@H](C(C)(C)O)C[C@@H]32)C1 | 0 | -2
70 | O=C1C=C(c2ccc(Cl)c(C(F)(F)F)c2)C[C@@H](c2ccc(Cl)cc2)C1 | -1 | -1
71 | Cc1ccc(S(=O)(=O)N(C)CC(=O)OCC(=O)NCCN2C(=O)CSC2=O)cc1 | 6 | 0
72 | CC1(C)CC(=O)C=C(c2cccc3c2Oc2ccccc2S3)C1 | 1 | -3
73 | CC(C)c1ccc(S(=O)(=O)N2CCN(C(=O)c3ccncc3)CC2)cc1 | 0 | 0
74 | Cc1ccc(C(CNS(=O)(=O)c2ccc([N+](=O)[O-])cc2)N2CCN(C)CC2)cc1 (stereo not drawn) | 2 | -3
75 | COc1ccccc1C(=O)NC(=O)COC(=O)CCNS(=O)(=O)c1ccccc1 | 1 | 0
76 | O=C1C=C(c2cccc(CO)c2)C[C@@H](c2ccc3c(c2)OCO3)C1 | 6 | 2
77 | CCOc1cc(C(=O)N(CC)CC(=O)Nc2c(F)cccc2F)ccc1OCC(=O)N1CCCCC1 | 0 | 4
78 | Cc1c(Cl)cccc1NC(=O)CNC(=O)C1CC(=O)N(CCc2ccccc2)C1 (stereo not drawn) | 3 | 1
79 | CCN(CC(=O)NCc1cccs1)CC(=O)Nc1ccc(C(N)=O)cc1 | 1 | -2
80 | Cc1nnc(NC(=O)c2cccc(S(=O)(=O)N3CCN(C)CC3)c2)s1 | -1 | -3
81 | CCN(C(=O)COC(=O)CCC(=O)c1cccs1)c1c(N)n(Cc2ccccc2)c(=O)[nH]c1=O | 0 | 2
82 | COc1ccc(C2=NOC(Cn3nc(-c4ccccc4)cc3C(=O)NCc3ccc(C)cc3)C2)cc1 (stereo not drawn) | 6 | -5
83 | COc1ccccc1N1CCN(S(=O)(=O)CCNC(=O)Cc2ccc(F)cc2)CC1 | -4 | -6
84 | CC(C)(C)C(CO)NC(=O)c1ccc[nH]1 (stereo not drawn) | 7 | 0
